MrgX1 antag: blocks BAM8-22 activation of human MrgX1 receptor; Q96LB2; 310,000 compounds, 1.3% hits; MRGX1-HEK293 calcium flux, Fluo-4, BAM8-22 antagonism; hits give low values; B-score at 10 µM; AID 588676;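 active = calcium-response B-score plate-corrected more than 3 library SD below zero, starting fluorescence within 5 deviations, no agonist response on first addition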;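 note: peak minus trough fluorescence over baseline after final BAM8-22 challenge near maximal dose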
MrgX1 PAM: human MrgX1 positive allosteric modulation, primary screen | B-score at 10 µM | AID 588675 | MrgX1-HEK293, Fluo-4 calcium flux, FDSS; hits give high values | Q96LB2 | 310,000 compounds, 0.63% hits;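 active = plate-corrected calcium response at least 3 library SD above typical, normal starting fluorescence, not activating the receptor alone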;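 note: compound read alongside a low EC10 to EC30 dose of BAM8-22 agonist; peak minus trough fluorescence over baseline measured at the second addition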
MrgX1 agonist: agonists of human MrgX1 receptor; 310,000 compounds, 0.44% hits; AID 588627; Q96LB2; B-score at 10 µM; MrgX1-HEK293 cells, Fluo-4 calcium fluorescence, agonist mode; hits give high values;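 active = calcium response B-score plate-corrected fluorescence ratio at least 3 library SD, with starting fluorescence B-score inside 5 SD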
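System: HEK293 cells stably expressing human MrgX1 receptor; Dosing: test compound in the initial addition of three; Schedule: overnight plating, then 30 min 37 °C plus 30 min room-temperature dye loading; Detection: kinetic calcium dye fluorescence, Fluo-4 NW; Controls: per-plate positive and negative controls for Z′ factor.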
TRPC4 agonist: opens the mouse TRPC4 cation channel | Q9QUQ5 | HEK293 TRPC4beta/mu-opioid, Fluo4 calcium fluorescence; hits give high values | B-score at 10 µM | 310,000 compounds, 0.49% hits;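 active = B-score above 5 SD of library B-scores, and initial fluorescence ratio not above library mean plus 5 SD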;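 note: positive B-score marks a calcium rise read as TRPC4 activation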
Target sequence (Q9QUQ5 whole entry, looked up): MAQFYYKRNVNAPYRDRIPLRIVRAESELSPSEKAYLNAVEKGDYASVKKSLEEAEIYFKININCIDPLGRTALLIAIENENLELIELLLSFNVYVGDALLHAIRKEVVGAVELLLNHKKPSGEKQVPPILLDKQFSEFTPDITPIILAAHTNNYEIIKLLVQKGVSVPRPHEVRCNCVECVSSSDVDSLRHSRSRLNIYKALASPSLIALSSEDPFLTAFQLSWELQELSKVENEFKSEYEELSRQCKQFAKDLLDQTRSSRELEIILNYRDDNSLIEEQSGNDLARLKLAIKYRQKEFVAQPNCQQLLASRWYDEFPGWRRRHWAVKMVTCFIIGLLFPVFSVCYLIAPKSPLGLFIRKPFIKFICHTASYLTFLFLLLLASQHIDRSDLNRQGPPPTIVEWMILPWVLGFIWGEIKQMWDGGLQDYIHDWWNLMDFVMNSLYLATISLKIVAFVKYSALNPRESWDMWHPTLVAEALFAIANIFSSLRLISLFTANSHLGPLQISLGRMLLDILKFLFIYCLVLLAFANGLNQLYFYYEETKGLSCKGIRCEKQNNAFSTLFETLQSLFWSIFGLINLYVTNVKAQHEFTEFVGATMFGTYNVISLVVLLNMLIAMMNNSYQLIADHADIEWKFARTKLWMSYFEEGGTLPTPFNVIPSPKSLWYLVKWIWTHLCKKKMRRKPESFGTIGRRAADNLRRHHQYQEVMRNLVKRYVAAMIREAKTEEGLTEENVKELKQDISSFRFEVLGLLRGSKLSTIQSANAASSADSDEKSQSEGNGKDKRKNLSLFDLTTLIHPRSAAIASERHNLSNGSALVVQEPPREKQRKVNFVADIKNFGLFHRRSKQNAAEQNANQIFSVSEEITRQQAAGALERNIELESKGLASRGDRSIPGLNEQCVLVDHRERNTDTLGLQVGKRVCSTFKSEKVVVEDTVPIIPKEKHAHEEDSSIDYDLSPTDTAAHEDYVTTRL
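Material: TRPC4beta and mu-opioid receptor HEK293 stable cells | Incubation: 45 min room-temperature Fluo4 loading, 110 s read | Detection: Kinetic Fluo4 calcium fluorescence | Measure: Integrated baseline-normalised fluorescence ratio, converted to per-well B score | Benchmarks: Low control buffer alone, high control maximal DAMGO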
TRPC6 act: activators of mouse TRPC6 channel | HEK293-TRPC6 membrane potential dye fluorescence; hits give high values | B-score at 10 µM | Q61143 | 310,000 compounds, 0.13% hits;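 active = B-score of the integrated fluorescence ratio above library mean plus 3 SD, and starting fluorescence ratio within library mean plus 5 SD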;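 note: higher score means more depolarization so channel activation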
HIF act: HIF pathway transcriptional activation. U2OS HRE-luciferase reporter, luminescence; normalized: DMSO 0%, desferrioxamine 100%. activation, % at 7.5 µM (by protocol). 300,000 compounds, 0.32% hits. AID 1910;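 active = mean activation of at least 10% of the iron chelator positive control signal, with at least half of replicates also reaching 10%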
AI-2 QS mod: modulators of Vibrio harveyi AI-2 quorum sensing system; AID 2094; activity change, % at 7.5 µM; 300,000 compounds, 0.4% hits; Vibrio harveyi JMH597 AI-2 luminescence/OD600 ratio, 9 h; hits give low values; strain lacks LuxN and CqsS sensors; 0 = neutral-control median; in the data active = activity change below about -75%, passing the limit was not always enough;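 note: luminescence divided by OD600 gain over 9 h not by final OD600 alone; inactives centre near 13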
TRPC6 inhibitor: blocks the mouse TRPC6 cation channel; 310,000 compounds, 1.1% hits; HEK293-TRPC6, membrane potential dye, ACh-evoked depolarization; hits give low values; B-score at 10 µM; AID 2553;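 active = B-score under library mean minus 3 SD, initial fluorescence not abnormally high, positive integrated signal ratio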;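 note: B-score derived from integrated fluorescence ratio over the kinetic read; more negative B-score means stronger inhibition of depolarization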
TRPC4 potent: allosteric potentiators of mouse TRPC4 channel | 310,000 compounds, 0.42% hits | B-score at 10 µM | Q9QUQ5 | AID 2227 | HEK293 TRPC4beta/mu-opioid, DAMGO EC20, Fluo-4 Ca2+ flux; hits give high values;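 active = B-score of calcium response area above 5 SD of library B-scores, with initial fluorescence ratio within 5 SD of library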;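 note: B-score of integrated fluorescence ratio over time as area under calcium response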
PolyA inh: yeast polyadenylation inhibition; 300,000 compounds, 0.02% hits; calls only at 12 µM; S. cerevisiae SKY197-pL101 polyadenylation reporter, beta-gal luminescence; efflux-impaired pdr1/pdr3 knockout yeast; score 100 = 6 SD above DMSO;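 active = lowest replicate activity score at least 50, where 100 means six control SD above control mean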;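 note: yeast exposed to compound for 9 h at 30 °C; higher score means more reporter readthrough which indicates perturbed polyadenylation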
TRPC4 block: blocks the mouse TRPC4 cation channel | B-score at 10 µM | HEK293 TRPC4beta/mu-opioid, DAMGO-evoked Fluo4 calcium flux; hits give low values | 300,000 compounds, 0.39% hits | Q9QUQ5;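 active = B-score over 3 SD under the library average, no early fluorescence shift, positive overall ratio signal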
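material = TRPC4beta/mu-opioid receptor HEK293 cell line | probe or stimulus = sequential submaximal and maximal DAMGO stimulation | compound dosing = one concentration per compound | measured by = Fluo4 Ca2+ flux fluorescence | evaluation = integrated fluorescence ratio relative to baseline, converted to per-well B score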
Active calls of the source: *; i = inactive; / = no result given.

SMILES	MrgX1 antag	MrgX1 PAM	MrgX1 agonist	TRPC4 agonist	TRPC6 act	HIF act	AI-2 QS mod	TRPC6 inhibitor	TRPC4 potent	PolyA inh	TRPC4 block
CC1CCCCN1CC(=O)c1c[nH]c2ccccc12 (configuration not stated)	i	i	i	i	i	-0.2	8	i	i	i	i
Cc1cccc2sc(NC(=O)CN3C(=O)NC4(CCCC4)C3=O)nc12	i	i	i	i	i	-0.5	-32	i	i	i	i
CC(=O)c1cccc(NC(=O)NC(C)c2ccncc2)c1 (configuration not stated)	i	i	i	i	i	-0.4	19	i	i	i	i
CC(=O)c1ccc(OCc2cc(=O)n3ccsc3n2)cc1	i	i	i	i	i	1.6	16	i	i	i	i
Cc1cccnc1NC(=O)CCCNC(=O)c1ccc(Cl)cc1	i	i	i	i	i	0.3	10	i	i	i	i
Cc1ccc(C(=O)N2CCN(S(=O)(=O)N3CCCCCC3)CC2)cc1	i	i	i	i	i	0.1	4	i	i	i	i
COc1ccccc1CCNC(=O)/C(=C/c1cccnc1)NC(=O)c1ccccc1	i	i	i	i	i	-0.3	6	i	i	i	i
COc1cc(C2C(C#N)=C(N)OC3=C2C(=O)CCC3)ccc1OC(=O)N1CCOCC1 (configuration not stated)	i	i	i	i	i	/	20	i	i	i	i
Cc1cc2c(cc1C)CSC(c1ccc3ccccc3c1O)SC2	i	i	i	i	i	-1.2	37	i	i	i	i
Cc1ccc(S(=O)(=O)N2CCc3ccccc3C2CN2C(=O)c3ccccc3C2=O)cc1 (configuration not stated)	i	i	i	i	i	-1.9	23	i	i	i	i
COc1ccccc1C(CC(N)=O)c1ccco1 (configuration not stated)	i	i	i	i	i	-0.3	9	i	i	i	i
Cc1ccccc1C1CC(c2ccccc2)Nc2ncnn21 (configuration not stated)	i	i	i	i	i	-0.2	-6	i	i	i	i
C/C(CCC(C)C)=N\NC(=S)Nc1cc(S(=O)(=O)N2CCOCC2)ccc1N1CCOCC1	i	i	i	i	i	-0.5	36	i	i	i	i
Cc1ccc(S(=O)(=O)Nc2cccc(C(=O)N3CCOCC3)c2)cc1	i	i	i	i	i	-14	13	i	i	i	i
Cn1cc(CC(=O)NCCN2CCOCC2)c2ccccc21	i	i	i	i	i	-0.3	6	i	i	i	i
Cc1nonc1C(=O)N/N=C/c1ccc([N+](=O)[O-])o1	i	i	i	i	i	2.7	-96*	i	i	i	i
CCOc1ncccc1C(=O)NCCc1ccc(S(N)(=O)=O)cc1	i	i	i	i	i	1.1	/	i	i	i	i
Cc1cc(C)nc(SCc2nnc(SCC(=O)Nc3ccc(C)c(C)c3)o2)n1	i	i	i	i	i	-0.4	9	i	i	i	i
O=C(c1ccco1)N1CCN(Cc2ccc(Br)cc2)CC1	i	i	i	i	i	-3.6	9	i	i	i	i
COc1ccc(N2CCN(C(C)C(=O)Nc3nnc(C)s3)CC2)cc1 (configuration not stated)	i	i	i	i	i	0.3	17	i	i	i	i
NNC(=O)c1cccnc1Oc1ccccc1	i	i	i	i	i	0.0	35	i	i	i	i
COc1ccc(C(=O)OCC(=O)c2ccc(Br)s2)c(OC)c1	i	i	i	i	i	0.4	29	i	i	i	i
Cc1ccc(C(=O)CSc2nnc(-c3ccco3)n2C)cc1	i	i	i	i	i	0.5	0	i	i	i	i
CC(=O)NS(=O)(=O)c1ccc(NC(=O)c2cccc3ccccc23)cc1	i	i	i	i	i	0.0	11	i	i	i	i
O=C(NCc1ccco1)C1CCCCC1	i	i	i	i	i	-0.5	7	i	i	i	i
The list continues:
SMILES	MrgX1 antag	MrgX1 PAM	MrgX1 agonist	TRPC4 agonist	TRPC6 act	HIF act	AI-2 QS mod	TRPC6 inhibitor	TRPC4 potent	PolyA inh	TRPC4 block
CCC12CN(S(=O)(=O)c3ccc(C)cc3)CC(CC)(CN(S(=O)(=O)c3ccc(C)cc3)C1)C2=O	i	i	i	i	i	-0.2	/	i	i	i	i
Cc1ccc2c(c1)c(CC(=O)Nc1ccc(F)cc1)c(C(=O)O)n2C	i	i	i	i	i	-0.2	9	i	i	i	i
CCOc1ccc(N2C(=O)c3cccnc3C2=O)cc1	i	i	i	i	i	0.0	21	i	i	i	i
CC(=O)c1ccc2c3c(cccc13)CC2	i	i	i	i	i	0.1	15	i	i	i	i
O=C(COC(=O)c1n[nH]c2ccccc12)NC(=O)NC1CCCCC1	i	i	i	i	i	-0.5	10	i	i	i	i
CCCC[C@@H]1CNC(=S)N1CCC12CC3CC(CC(C3)C1)C2	i	i	i	i	i	-0.6	19	i	i	i	i
CCC(=O)Nc1c(-c2ccccc2Cl)c(=O)c2ccccc2n1CC	i	i	i	i	i	0.4	9	i	i	i	i
CC1=NN(c2cccc(C(=O)O)c2)C(=O)/C1=C\C=C\c1ccco1	i	i	i	i	i	0.9	6	i	i	i	i
COc1ccc(S(=O)(=O)NCC2CCCN(C(=O)CCSC)C2)cc1 (configuration not stated)	i	i	i	i	i	1.0	17	i	i	i	i
CC1=C(C(=O)OC(C)C)C(c2ccc(Br)s2)NC(=O)N1 (configuration not stated)	i	i	i	i	i	/	-25	i	i	i	i
COc1ccc2[nH]cc(S(=O)(=O)c3ccc(F)cc3)c(=O)c2c1	i	i	i	i	i	-0.3	35	i	i	i	i
C=CCn1c(-c2cccc(OC)c2OC)n[nH]c1=S	i	i	i	i	i	-0.2	15	i	i	/	i
CC1CCCCN1C(=O)Cn1cnc2cc([N+](=O)[O-])ccc2c1=O (configuration not stated)	i	i	i	i	i	0.0	40	i	i	i	i
O=C(COC(=O)CNC(=O)c1ccccc1F)Nc1ccc2c(c1)OCCO2	i	i	i	i	i	0.0	11	i	i	i	i
O=C(CSc1nnc(-c2ccncc2)o1)c1cccc([N+](=O)[O-])c1	i	i	i	i	i	4.0	17	i	i	i	i
O=C1CCCc2c1[nH]c1c(Br)cccc21	i	i	i	i	i	-0.1	-4	i	i	i	i
O=C(Cn1c(=O)sc2ccccc21)NCCOc1ccccc1F	i	i	i	i	i	0.0	15	i	i	i	i
COc1ccccc1CNC(=O)COC(=O)c1cnccn1	i	i	i	i	i	0.0	10	i	i	i	i
C/C(=N\N=C1\NC(=O)C(CC(=O)O)S1)c1ccccn1 (configuration not stated)	i	i	i	i	i	0.2	-13	i	i	i	i
CN(C)CCN(C(=O)c1ccc(S(=O)(=O)N2CCCC2)cc1)c1nc2ccc(Br)cc2s1	i	i	i	i	i	1.8	21	i	i	i	i
NC(=O)CSc1nc(C23CC4CC(CC(C4)C2)C3)nc2ccccc12	i	17*	i	i	i	0.6	19	i	i	i	i
COC(=O)C1=C(C)N(Cc2ccccc2)C(=NCCc2cccnc2)N[C@H]1c1ccccc1	i	i	i	i	i	0.8	12	i	i	i	i
N#C/C(=C\c1c(N2CCC(C(N)=O)CC2)nc2ccccn2c1=O)C(=O)NCc1ccco1	i	i	i	i	i	0.4	9	i	i	i	i
Cc1ccc(OCCCC(=O)Nc2nc3ccccc3[nH]2)cc1	i	i	i	i	i	2.8	13	-7*	i	i	i
CCNC(=S)N1CCN(Cc2ccccc2)CC1	i	i	i	i	i	-0.2	13	i	i	i	i
The listing continues.
SMILES	MrgX1 antag	MrgX1 PAM	MrgX1 agonist	TRPC4 agonist	TRPC6 act	HIF act	AI-2 QS mod	TRPC6 inhibitor	TRPC4 potent	PolyA inh	TRPC4 block
O=C(O)CCN1C(=O)CC2(CCCCC2)C1=O	i	i	i	i	i	-0.2	2	i	i	i	i
COC(=O)c1cc(/C=C/c2ccccc2)on1	i	i	i	i	i	-48	-14	i	i	i	i
CC(=O)Nc1ccc(NS(=O)(=O)c2ccc(CN3C(=O)c4cccnc4C3=O)cc2)cc1	i	i	i	i	i	0.8	27	i	i	i	i
CN(C)c1ccc(C(=O)C(O)c2ccccc2)cc1 (configuration not stated)	i	i	i	i	i	0.7	1	i	i	i	i
Cc1cccc(C)c1NC(=O)C1c2cccc[n+]2CC(=O)N1Cc1ccc2c(c1)OCO2 (configuration not stated)	i	i	i	i	i	-0.1	32	i	i	i	i
CN(c1ccc(OCC(=O)NCCc2ccccc2)cc1)S(=O)(=O)c1ccc(Cl)cc1	i	i	i	i	i	0.6	-3	i	i	i	i
C=CCSc1nc2c(c(=O)[nH]c(=O)n2C)n1C(C)C	i	i	i	i	i	-0.4	15	i	i	i	i
COc1cc2c(cc1OC)/C(=C/C(=O)c1ccc(OC)c([N+](=O)[O-])c1)NCC2	-4.6*	i	i	i	i	-0.7	22	i	i	i	i
O=C(Nc1ccc2c(c1)CCC2)c1ccccc1Br	i	i	i	i	i	0.7	15	i	i	i	i
C=CCNC(=O)c1onc(CS(=O)(=O)c2cc(C)cc(C)c2)c1C(=O)NCC=C	i	i	i	i	i	-1.7	4	i	i	i	i
CCCNC(=O)C1CCN(S(=O)(=O)c2ccc(Br)cc2)CC1	i	i	i	i	i	0.2	54	i	i	i	i
CC1=C(C(=O)N2CCCC(N3CCN(c4ccccc4C)CC3)C2)OCCO1 (configuration not stated)	i	i	i	i	i	-0.5	1	i	i	i	i
Cc1ccc(C(=O)NCC#N)cc1	i	i	i	i	i	-0.1	21	i	i	i	i
Cc1ccccc1C(=O)Nc1cccc(-c2ccc(N3CCOCC3)nn2)c1	-5*	i	i	i	i	3.1	12	i	i	i	i
CNc1ccccc1C(C)(C)c1cc(-c2cccc(Br)c2)no1	i	i	i	i	i	-0.3	36	i	i	i	i
Cc1ccc(S(=O)(=O)c2cn(C)c3cc(N4CCN(C)CC4)c(F)cc3c2=O)c(C)c1	i	i	i	i	i	-1.3	3	i	i	i	i
O=C(OC1CCCCC1=O)c1cccc(S(=O)(=O)NCc2ccccc2)c1 (configuration not stated)	i	i	i	i	i	-0.1	22	i	i	i	i
CCN(CC)CCNC(=O)CCCCn1c(=S)[nH]c2c([nH]c3ccc(OC)cc32)c1=O	i	i	i	i	i	-0.2	4	i	i	i	i

Shown as a hit in AI-2 QS mod, among the entries above:
SMILES,MrgX1 antag,MrgX1 agonist,TRPC6 act,AI-2 QS mod,TRPC4 potent,PolyA inh,TRPC4 block
Cc1nonc1C(=O)N/N=C/c1ccc([N+](=O)[O-])o1,i,i,i,-96*,i,i,i

Compound activity from PubChem BioAssay.

The list is partial. The share of hits here may be higher or lower than overall.
